# LGR2 inh: inhibitors of bursicon-induced LGR2 CRE-luciferase signal, primary screen, cell-based, HEK293, CRE-luciferase reporter, bursicon stimulation. bursicon-stimulated, 4 h. inhibition, % at 9.99 µM. 380,000 tested, 0.35% active;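 active = drop in luminescence signal, shown as inhibition above about 50% in the replicate tests, limit read from the data, passing the limit was not always enough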;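 note: agonist challenge used bursicon conditioned medium at about half maximal strength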
# EWS-Fli block: EWS/Fli-driven NR0B1 reporter inhibitors, primary screen, A673 cells, NR0B1 luciferase, luminescence, MLPCN library | inhibition, % at 12.6 µM | AID 651661, 2012 | viability-normalised | 350,000 tested, 0.67% active;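 active = mean inhibition of at least 50% after viability correction, with every replicate also passing that limit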;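 note: firefly luciferase signal divided by Alamar Blue viability fluorescence both relative to DMSO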
# ERAP1 HTS inh: human ERAP1 aminopeptidase inhibitors, primary screen, biochemical, single point, plate reader; Endoplasmic reticulum aminopeptidase 1 (Homo sapiens), Q9NZ08; recombinant ERAP1, Leu-AMC fluorescence, 60 min; inhibition, % at 10.7 µM; 340,000 tested, 0.15% active;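 active = mean replicate inhibition of at least 30%, or all replicates individually reaching that 30% level; inactive = mean below 30% and not every replicate reaching it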;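 note: 0% = neutral control wells and 100% = L-leucinethiol positive control wells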
# Target sequence (Q9NZ08 whole entry, looked up): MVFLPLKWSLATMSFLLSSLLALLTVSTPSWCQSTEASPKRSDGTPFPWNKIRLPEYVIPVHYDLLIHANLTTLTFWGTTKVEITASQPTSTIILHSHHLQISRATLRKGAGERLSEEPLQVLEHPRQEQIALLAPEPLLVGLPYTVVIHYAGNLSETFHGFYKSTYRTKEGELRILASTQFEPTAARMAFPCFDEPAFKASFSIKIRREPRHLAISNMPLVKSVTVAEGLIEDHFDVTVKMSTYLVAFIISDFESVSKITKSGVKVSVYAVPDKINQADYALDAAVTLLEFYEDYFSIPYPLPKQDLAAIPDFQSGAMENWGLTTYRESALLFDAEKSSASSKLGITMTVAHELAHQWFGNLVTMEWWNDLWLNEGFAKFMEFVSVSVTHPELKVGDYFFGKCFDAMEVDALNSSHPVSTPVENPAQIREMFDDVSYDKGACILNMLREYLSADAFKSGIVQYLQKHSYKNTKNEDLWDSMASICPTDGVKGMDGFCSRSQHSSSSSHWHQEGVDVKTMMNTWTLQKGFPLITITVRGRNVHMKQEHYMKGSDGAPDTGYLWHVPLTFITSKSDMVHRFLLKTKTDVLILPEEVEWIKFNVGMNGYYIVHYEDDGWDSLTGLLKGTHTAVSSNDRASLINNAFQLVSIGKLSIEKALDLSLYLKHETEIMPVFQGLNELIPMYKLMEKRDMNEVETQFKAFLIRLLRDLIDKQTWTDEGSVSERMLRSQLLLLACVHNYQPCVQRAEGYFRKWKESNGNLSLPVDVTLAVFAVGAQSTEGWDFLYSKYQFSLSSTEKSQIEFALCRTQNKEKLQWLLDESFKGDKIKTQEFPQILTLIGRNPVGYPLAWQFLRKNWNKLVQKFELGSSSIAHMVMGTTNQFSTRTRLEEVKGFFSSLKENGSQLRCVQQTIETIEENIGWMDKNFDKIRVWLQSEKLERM
# S100A4 MyoIIA: inhibitors of S100A4-myosin IIA peptide binding, primary screen, biochemical, fluorescence polarization, TAMRA-MyoIIA peptide; Protein S100-A4 (Homo sapiens), P26447; inhibition, % at 10.7 µM; 360,000 tested, 0.14% active; AID 652163, 2013;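 active = mean inhibition of at least 70% across replicates, with every replicate also reaching that level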
# Target sequence (P26447 whole entry, looked up): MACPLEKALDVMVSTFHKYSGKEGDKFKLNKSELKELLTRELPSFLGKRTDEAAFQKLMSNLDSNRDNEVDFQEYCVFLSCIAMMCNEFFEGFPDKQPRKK
#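 Compound dosing: one dose per compound; test system: human S100A4 monomer with TAMRA-labelled myosin IIA peptide; probe or stimulus: TAMRA-labelled myosin IIA heavy-chain peptide probe, 5 nM; medium: HEPES buffer with Ca2+, pH 7.2; schedule: 5 min incubation before reading; benchmarks: neutral control DMSO, positive control TFP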
# FN deposition inh: inhibitors of fibronectin matrix deposition, primary screen, AH1F cells, Alexa488-fibronectin fluorescence, plate reader; AH1F fibroblasts, overnight; inhibition, % at 12.6 µM; 350,000 tested, 0.086% active; AID 743247, 2014;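 active = mean inhibition across replicates of 30% or more, regardless of how many single replicates reach that level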;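 note: positive control wells lacked labelled fibronectin entirely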
#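 Material: AH1F fibroblasts assembling fluorescent fibronectin matrix; amount: 10000 AH1F cells/well; medium: DMEM, 2% serum; reagent: Alexa488-fibronectin, 24 nM final in well; dosing: single compound dose, delivered by pin transfer; incubation: 1 h adhesion, overnight exposure; detection: fluorescence after three HBSS washes, excitation 485 nm, emission 525 nm; measure: fibronectin deposition inhibition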
# PglD DTNB: C. jejuni PglD acetyltransferase inhibitors, primary screen, biochemical, DTNB colorimetric, single point; UDP-N-acetylbacillosamine N-acetyltransferase PglD (Campylobacter jejuni); inhibition, % at 12.5 µM; purified PglD enzyme, DTNB colorimetric CoA detection; 360,000 tested, 0.098% active; AID 602405, 2012; in the data active = inhibition above about 16%, passing the limit was not always enough; note: strong numbers were not always called active
# PGC1a acetyl inh: inhibitors of PGC1a acetylation signal, primary screen, cell-based, U2OS, AlphaScreen, inhibitor mode; AID 651687, 2012; inhibition, % at 15.6 µM; 350,000 tested, 0.17% active; AlphaScreen anti-acetyl-lysine; with virally co-expressed GCN5 acetyltransferase;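 active = every replicate shows inhibition of at least 40%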;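 note: 0% = neutral control wells and 100% = positive control wells; some results beyond the cut were filed as inactive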
# PAX8 reporter: inhibitors of PAX8-driven TPO luciferase reporter, primary screen, RMG-I cells, single concentration; SteadyGlo, 24 h; inhibition, % at 12.6 µM; 360,000 tested, 1.2% active; AID 652154, 2013;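 active = mean replicate inhibition at least 60% with every replicate also reaching 60%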;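 note: luciferase light reporting Pax8 driven TPO promoter activity; plate controls were median of neutral control wells for no effect and mitoxantrone controls for full effect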
# * = called active by the depositor; . = no result given; & = joins results of further samples.
# Every second line gives: PglD DTNB, EWS-Fli block, PAX8 reporter, FN deposition inh, ERAP1 HTS inh, PGC1a acetyl inh, LGR2 inh, S100A4 MyoIIA
CCCC(C)NC(=S)Nc1cc(C)cc(C)c1 (stereo unspecified)
    1, 5, 7, 9, 2, 1, 4, -2
Cc1cc(S(=O)(=O)n2ccnc2)c(Cl)cc1Cl
    0, -3, -10, 8, 4, ., 9, 18
C[C@@H]1CN([C@H](C)CO)C(=O)c2c(c3ccccc3n2C)-c2ccccc2CO[C@H]1CN(C)C(=O)c1ccncc1
    -2, -2, 1, -6, -1, 4, -1, 6
COc1cc(OC)cc(-c2c(C#Cc3ccsc3)c3cc(-c4ccc(CN5CCOCC5)cc4)ccc3n2C)c1
    6, 11, 2, -1, 0, ., 12, -2
CN(C)CCCNc1oc(/C=C/c2ccccc2)nc1C#N
    ., 2, 13, -1, 1, ., -6, -3
Cc1ccc(S(=O)(=O)Nc2cccc3c2O[C@@H](CN(C)C(=O)NC(C)C)[C@H](C)CN([C@H](C)CO)C3=O)cc1
    -2, -2, 1, ., -1, 3, 15, 8
COc1ccc(-c2cccc3c2C2CC3CCN2C(=O)OCc2ccccc2)cc1 (stereo unspecified)
    0, 10, 6, 1, -2, -8, -24, -1
COc1ccccc1-c1cnc2c(Nc3cccc(OC(F)(F)C(F)F)c3)nccn12
    -1, -22, -31, -17, -1, ., -16, -3
O=C(O)CC/C(=N\Nc1ccc(S(=O)(=O)N2CCOCC2)cc1[N+](=O)[O-])c1cccs1
    ., 1, -2, 6, -8, 10, -1, 3
O=C(CCNC(=O)C1CCN(S(=O)(=O)c2ccccc2)CC1)NCc1ccccc1Cl
    -3, ., -95, 15, 2, -4, 1, -5

# Next records
# Every second line gives: PglD DTNB, EWS-Fli block, PAX8 reporter, FN deposition inh, ERAP1 HTS inh, PGC1a acetyl inh, LGR2 inh, S100A4 MyoIIA
CCN(CC)S(=O)(=O)c1ccc(Cl)c(NC(=S)NC(=O)C2CCCC2)c1
    0, 17, 36, 0, 3, -1, 13, -3
CCCCc1cc(=O)oc2cc(OCC(=O)N3C[C@H]4C[C@@H](C3)c3cccc(=O)n3C4)ccc12
    0, -11, ., ., 4, 0, 9, -1
O=c1cc(CN2CCN(S(=O)(=O)c3ccccc3[N+](=O)[O-])CC2)nc2sccn12
    -2, 7, 5, ., 3, -3, 6, -1
C[C@H](CO)N1C[C@H](C)[C@H](CN(C)S(=O)(=O)c2ccc(F)cc2)Oc2c(NC(=O)Nc3ccc4c(c3)OCO4)cccc2C1=O
    1, -3, -13, ., -1, 4, ., -13
Cc1ccc(S(=O)(=O)NCc2ccccc2)cc1C(=O)NCCc1ccc(S(N)(=O)=O)cc1
    10, 9, 9, -5, -2, ., -20, 3
CCOC(=O)C(Cc1ccccc1)NC(=O)CCc1nnc2ccc(N3CCOCC3)nn12 (stereo unspecified)
    -5, 2, 11, 8, 0, 7, 8, -1
Cc1nc(Cl)sc1C(=O)Nc1cccc(C(F)(F)F)c1
    -2, 8, 9, 0, -2, -6, 4, -8
Cc1ccc(C2=NCCn3nc4cc(C(F)(F)F)ccc4c32)cc1
    1, -15, -22, 22, -3, -22, -41, -6
CCCNC(=O)C[C@@H]1CC[C@@H]2[C@H](COC[C@H](O)CN2C(=O)c2cc(Cl)cc(Cl)c2)O1
    2, 5&-9, 6&-6, -8&6, -2&0, 10, -11&8, 1&-9
C[C@@H]1CN([C@@H](C)CO)C(=O)CCCn2nncc2CO[C@@H]1CN(C)S(=O)(=O)c1cccc(F)c1
    -2&-4, -11&5, -6&-9, 3&-5, -1&0, 0&14, 11, 0&3

# Shown with tabs: part of the list above.
Structure	PglD DTNB	EWS-Fli block	PAX8 reporter	FN deposition inh	ERAP1 HTS inh	PGC1a acetyl inh	LGR2 inh	S100A4 MyoIIA
CCOC(=O)C(Cc1ccccc1)NC(=O)CCc1nnc2ccc(N3CCOCC3)nn12 (stereo unspecified)	-5	2	11	8	0	7	8	-1
Cc1nc(Cl)sc1C(=O)Nc1cccc(C(F)(F)F)c1	-2	8	9	0	-2	-6	4	-8
Cc1ccc(C2=NCCn3nc4cc(C(F)(F)F)ccc4c32)cc1	1	-15	-22	22	-3	-22	-41	-6
CCCNC(=O)C[C@@H]1CC[C@@H]2[C@H](COC[C@H](O)CN2C(=O)c2cc(Cl)cc(Cl)c2)O1	2	5&-9	6&-6	-8&6	-2&0	10	-11&8	1&-9
C[C@@H]1CN([C@@H](C)CO)C(=O)CCCn2nncc2CO[C@@H]1CN(C)S(=O)(=O)c1cccc(F)c1	-2&-4	-11&5	-6&-9	3&-5	-1&0	0&14	11	0&3

# Further structures follow:
# Every second line gives: PglD DTNB, EWS-Fli block, PAX8 reporter, FN deposition inh, ERAP1 HTS inh, PGC1a acetyl inh, LGR2 inh, S100A4 MyoIIA
O=c1cc(Nc2ccc3c(c2)OCCO3)[nH]c(=O)n1C1CCCCC1
    -4, ., ., -2, 0, 4, -11, -9
CC(=O)C1=C(C)NC(SCC(=O)c2ccc(F)cc2)=C(C#N)C1c1ccco1 (stereo unspecified)
    -1, ., ., ., 0, -4, -5, 2
COC(=O)c1cnc(Oc2c(Cl)cc(N)cc2Cl)cc1C(F)(F)F
    -2, 4, 5, -4, 3, -5, 16, -2
CC(=O)c1c(C)[nH]c(C(=O)Nc2nccs2)c1C
    -1, -38, -136, -5, -1, -4, -46, 1
CCCCNc1nc2cccnc2s1
    -3, -68, -52, 6, 1, ., -16, -7
CSc1ncc(C(=O)Nc2ccc(Cl)cc2)c(C)n1
    1, -8, 15, 2, -4, -1, -22, -1
COc1ccc(C(=O)CSc2n[nH]c(N)n2)cc1
    1, ., -11, -1, ., -5, ., .
CCOC(=O)c1cc(CC)sc1NC(=O)Cc1ccccc1
    -6, ., ., 11, ., -12, -20, .
O=C(C[C@@H]1CC[C@@H]2[C@H](COC[C@H](O)CN2C(=O)Nc2ccc(Cl)c(Cl)c2)O1)NCc1ccc(F)cc1
    1, -9, 1, 3, 2, -2, -15, -7
CS(=O)(=O)N1CCN(C(=O)c2cc(-c3cccnc3)nc3ccc(Br)cc23)CC1
    0, 8, 8, -2, 1, -2, -2, -1

# (further entries)
# Every second line gives: PglD DTNB, EWS-Fli block, PAX8 reporter, FN deposition inh, ERAP1 HTS inh, PGC1a acetyl inh, LGR2 inh, S100A4 MyoIIA
COc1ccc(/C=N/NC(=O)c2cccnc2)cc1CN1CCc2ccccc2C1
    2, -28, 41, 5, 2, -3, 0, -5
Cc1ccc(S(=O)(=O)N(C)C[C@@H]2Oc3ccc(NC(=O)Nc4ccccc4)cc3CC(=O)N([C@@H](C)CO)C[C@H]2C)cc1
    -2, 7, 11, ., -1, 1, -25, 3
Cc1cc2c(cc1S(=O)(=O)Nc1cccc(C)c1C)OCC(=O)N2
    -2, -2, 19, 7, 6, -4, -8, -4
CN(C(=O)CC(NC(=O)c1ccccc1Cl)c1ccccc1)c1ccccc1 (stereo unspecified)
    3, ., -26, 5, -3, ., 7, -10
CN(Cc1ccccc1)C(=O)C1CCN(S(=O)(=O)c2cc([N+](=O)[O-])ccc2Cl)CC1
    ., 15, 3, -5, -1, ., -9, 1
O=C(C1CC1)N1CC2(C1)[C@@H](c1ccccc1)[C@@H](CO)N2C(=O)CC1CC1
    ., -4, ., 6, 3, -4, 2, 0
CO[C@@H]1CN(C)C(=O)c2ccc(NS(=O)(=O)c3cn(C)cn3)cc2OC[C@@H](C)NC[C@H]1C
    1, 0, -20, 4, ., 8, 0, -9
COc1cc2c(cc1N)-c1ccc(N)cc1C2=O
    4, -83, -186, 0, 15, ., ., -1
O=C(c1cc(-c2cccs2)on1)N1CCCc2ccccc21
    -3, -4, -33, 2, 3, -1, -38, -16
O=C(CCC(=O)c1cccs1)NCc1ccncc1
    2, 1, 3, 4, -4, 6, 0, -1

# Continued.
# Every second line gives: PglD DTNB, EWS-Fli block, PAX8 reporter, FN deposition inh, ERAP1 HTS inh, PGC1a acetyl inh, LGR2 inh, S100A4 MyoIIA
CCc1ccc(NC(=O)C2CCCN2S(=O)(=O)c2ccc3c(c2)C(C)(C)C(=O)N3C)cc1 (stereo unspecified)
    -2, -1, 3, -12, ., 0, 6, 3
COc1ccc(NC(=O)C2(C)CCCN2C(=O)C(C)C)cc1OC (stereo unspecified)
    6, -8, -19, ., 0, 6, 22, -1
CN(c1ccc(OCC(=O)N2CCOCC2)cc1)S(=O)(=O)c1ccc(Cl)cc1
    ., 7, 0, 9, ., -7, 3, -2
Cc1ccc(-c2nnc(SCc3ccc(C#N)cc3)n2Cc2ccco2)cc1
    3, ., ., 0, ., 0, 11, .
CC(=O)c1cccc(NC(=O)CSc2nnc(-c3cccnc3)o2)c1
    7, ., -32, -2, ., 11, ., .
COc1cc2c(cc1OC)C(C)N(C(=O)Cn1ncc3c1-c1cc(C)ccc1OC3)CC2 (stereo unspecified)
    0, 12, 33, 10, 1, 5, 3, 0
COc1ccc(CCNC(=O)COc2ccc(-c3ccc(C#N)cc3)cc2)cc1
    -4, 8, 2, 1, 2, -5, -3, -1
COc1cccc(C(=O)NCCS(=O)(=O)NCc2ccccn2)c1
    ., -3, -1, -8, 2, ., -13, -6
COC(=O)Cc1ccc(OC(=O)CCS(=O)(=O)c2ccc(Cl)cc2)cc1
    ., 3, 1, -5, 6, ., -7, -1
O=C(COC(=O)c1ccccc1NCCO)NCCC1=CCCCC1
    -1, -11, -13, -3, -22, 0, -18, -2

# Compound profiles, from the list above. Order of values: PglD DTNB | EWS-Fli block | PAX8 reporter | FN deposition inh | ERAP1 HTS inh | PGC1a acetyl inh | LGR2 inh | S100A4 MyoIIA
# O=C(COC(=O)c1ccccc1NCCO)NCCC1=CCCCC1 is entered as -1 | -11 | -13 | -3 | -22 | 0 | -18 | -2
# CCCCc1cc(=O)oc2cc(OCC(=O)N3C[C@H]4C[C@@H](C3)c3cccc(=O)n3C4)ccc12 is entered as 0 | -11 | . | . | 4 | 0 | 9 | -1
# COc1cccc(C(=O)NCCS(=O)(=O)NCc2ccccn2)c1 is entered as . | -3 | -1 | -8 | 2 | . | -13 | -6

# Next structures follow:
# Every second line gives: PglD DTNB, EWS-Fli block, PAX8 reporter, FN deposition inh, ERAP1 HTS inh, PGC1a acetyl inh, LGR2 inh, S100A4 MyoIIA
C[C@H](CO)N1C[C@H](C)[C@H](CN(C)S(=O)(=O)c2ccc(Cl)cc2)OCCCC[C@H](C)Oc2ccc(NC(=O)NC3CCCCC3)cc2C1=O
    -3, 13, 55, ., 2, -4, -1, 54
O=C(CCNC(=O)c1ccccc1Cl)Nc1ccccc1N1CCCC1
    2, 1, 4, 7, 2, 2, -1, 1
O=C(O)c1ccc(Oc2cc(Oc3ccc(C(=O)O)cc3)cc([N+](=O)[O-])c2)cc1
    3, 23, -4, 7, 2, 3, -1, -2
CCCSc1nc(=O)n2cc(C)ccc2n1
    5, -44, ., ., -1, -17, -22, 0
Cc1cc(C)c(S(=O)(=O)N2CCN(S(=O)(=O)N3CCC(C)CC3)CC2)c(C)c1
    -3, 12, 1, 7, -5, -5, -9, -4
CC(=O)N1CC(=O)N2[C@H](C1)[C@H](c1ccc(-c3ccc(C)cc3)cc1)[C@@H]2CO
    ., 7, 3, ., 2, 3, 7, -1

# Compound activity deposited in PubChem by Broad Institute.
